Screens (PubChem)
MEP2 TOR yeast = yeast TOR pathway MEP2-GFP modulation | GFP response vs DMSO, % at 10 µM | AID 2016 | 330,000 tested, 0.51% active | S. cerevisiae MEP2-GFP strain, flow cytometry GFP, 3 h; 100% = DMSO control level;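 active = GFP response versus DMSO above a set limit, roughly screen mean plus 3 SD, cut at about 180% in these data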;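 note: median GFP fluorescence of the barcode-gated MEP2-GFP cells per well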
Yeast superoxide = lowers age-related superoxide in aged yeast cells; superoxide response (% of plate mean), % at 10 µM; 330,000 tested, 0.18% active; S. cerevisiae aged cells, superoxide DHE fluorescence; hits give low values;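 active = superoxide response under a set limit, about three screen SD below normal, cut at about 65% in these data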;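 note: yeast aged for seven days with compound at 30 °C before DHE staining; 100% = average MFI of all compound-treated wells on the plate with controls excluded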
AGP1 TOR yeast = alters AGP1-GFP fluorescence in TOR pathway yeast screen; S. cerevisiae AGP1-GFP multiplex flow cytometry, 3 h; GFP as percent of DMSO wells; GFP response vs DMSO, % at 10 µM; 320,000 tested, 0.02% active; AID 2066;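 active = GFP response relative to DMSO above a set limit, near screen average plus 3 SD, cut at about 150% in these data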;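 note: median GFP channel fluorescence of the gated AGP1 strain per well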
CIT2 TOR yeast = yeast TOR pathway CIT2-GFP modulation; S. cerevisiae CIT2-GFP strain, flow cytometry, 3 h; 100 means same as DMSO wells; GFP response vs DMSO, % at 10 µM; 320,000 tested, 0.065% active; AID 2029;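 active = GFP response relative to DMSO above a set limit, near the screen mean plus 3 SD, cut at about 150% in these data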;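 note: ratio of well median GFP fluorescence to mean of DMSO wells on the plate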
LAP4-GFP MLPCN = modulators of TOR pathway LAP4-GFP in S. cerevisiae; S. cerevisiae LAP4-GFP multiplex, flow cytometry GFP, 3 h; median GFP as percent of DMSO wells; GFP response vs DMSO, % at 10 µM; 320,000 tested, 0.34% active; AID 2023;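 active = GFP response vs DMSO above a set limit, about the screen mean plus 3 SD, cut at about 150% in these data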
RPL19A TOR yeast = alters RPL19A-GFP fluorescence in TOR pathway yeast screen; S. cerevisiae RPL19A-GFP strain, flow cytometry, 3 h; hits give low values; percent response vs DMSO, % at 10 µM; 330,000 tested, 0.3% active; AID 2025;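 active = percent response vs DMSO below 50%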;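 note: median channel GFP fluorescence of the barcoded RPL19A-GFP strain; ratio of sample median GFP to plate DMSO average so 100% = DMSO; lower means less RPL19A-GFP as with rapamycin TOR inhibition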
Efflux pump mplx = inhibitors of Candida antifungal efflux pumps expressed in yeast; 330,000 tested, 0.44% active; inhibition, % at 10 µM; S. cerevisiae Candida pump triplex, Nile Red efflux;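 active = plate passing quality check with inhibition over a set limit, or well fluorescence over plate mean plus 4 SD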;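 note: Nile Red retained in pooled yeast measured as flow cytometry median fluorescence; 0% = buffer negative control and 100% = Enniatin B positive control; higher means more Nile Red kept so more efflux inhibition; some compounds called inactive have numbers as strong as hits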
AHR act = human AHR activation; P35869; AHR-responsive luciferase reporter cells, luminescence; activation, % at 5 µM; 320,000 tested, 2.5% active; AID 2796; in the data active = activation above about 47%;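 note: 0% = vehicle wells and 100% = reference agonist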
Target sequence (P35869 whole entry, looked up): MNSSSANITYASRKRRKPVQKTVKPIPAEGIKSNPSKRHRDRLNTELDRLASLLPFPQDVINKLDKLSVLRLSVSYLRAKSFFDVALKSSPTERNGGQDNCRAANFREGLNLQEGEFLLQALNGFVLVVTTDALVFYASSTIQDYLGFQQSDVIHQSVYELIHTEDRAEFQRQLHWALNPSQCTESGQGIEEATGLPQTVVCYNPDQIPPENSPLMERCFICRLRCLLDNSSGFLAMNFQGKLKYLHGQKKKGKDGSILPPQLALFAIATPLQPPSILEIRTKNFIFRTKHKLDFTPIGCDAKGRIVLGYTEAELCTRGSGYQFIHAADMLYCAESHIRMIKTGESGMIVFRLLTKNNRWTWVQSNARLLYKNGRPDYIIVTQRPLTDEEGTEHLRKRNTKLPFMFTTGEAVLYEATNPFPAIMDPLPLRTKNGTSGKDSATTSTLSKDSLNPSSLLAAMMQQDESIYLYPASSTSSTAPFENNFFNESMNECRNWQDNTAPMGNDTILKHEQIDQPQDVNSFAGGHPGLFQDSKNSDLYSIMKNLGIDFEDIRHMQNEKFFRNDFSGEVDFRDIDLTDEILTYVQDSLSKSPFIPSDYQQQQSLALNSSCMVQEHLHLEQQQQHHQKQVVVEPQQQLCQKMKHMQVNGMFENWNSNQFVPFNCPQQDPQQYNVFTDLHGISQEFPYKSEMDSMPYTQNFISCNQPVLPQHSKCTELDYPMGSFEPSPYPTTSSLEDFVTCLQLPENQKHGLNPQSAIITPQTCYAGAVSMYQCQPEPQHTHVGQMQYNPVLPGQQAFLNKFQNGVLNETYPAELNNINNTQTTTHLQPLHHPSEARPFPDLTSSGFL
* = called active by the depositor.

Start of the listing, in advance (4 entries):
NNC(=O)c1sccc1OCc1ccc(F)cc1 was read as MEP2 TOR yeast 100, Yeast superoxide 80, AGP1 TOR yeast 98, CIT2 TOR yeast 100, LAP4-GFP MLPCN 97, RPL19A TOR yeast 101, Efflux pump mplx -0.2 and AHR act 5.
Screening N#C/C(=C\c1ccccc1[N+](=O)[O-])C(=O)NCc1ccccc1 returned MEP2 TOR yeast 91, Yeast superoxide 107, AGP1 TOR yeast 99, CIT2 TOR yeast 84, LAP4-GFP MLPCN 111, RPL19A TOR yeast 95, Efflux pump mplx 0.2 and AHR act -3.
`Cc1cccc(NS(=O)(=O)c2cc3c4c(c2)CC(=O)N4CCC3)c1C` gave MEP2 TOR yeast 96, Yeast superoxide 95, AGP1 TOR yeast 98, CIT2 TOR yeast 97, LAP4-GFP MLPCN 94, RPL19A TOR yeast 100, Efflux pump mplx 0.0 and AHR act 1.
`COC(=O)c1cc(N=C(N)N=C(N)N)cc(C(=O)OC)c1` gave MEP2 TOR yeast 98, Yeast superoxide 91, AGP1 TOR yeast 111, CIT2 TOR yeast 98, LAP4-GFP MLPCN 115, RPL19A TOR yeast 96, Efflux pump mplx -0.2 and AHR act 2.

This part in full, from the first entry:
NNC(=O)c1sccc1OCc1ccc(F)cc1 was read as MEP2 TOR yeast 100, Yeast superoxide 80, AGP1 TOR yeast 98, CIT2 TOR yeast 100, LAP4-GFP MLPCN 97, RPL19A TOR yeast 101, Efflux pump mplx -0.2 and AHR act 5.
Screening N#C/C(=C\c1ccccc1[N+](=O)[O-])C(=O)NCc1ccccc1 returned MEP2 TOR yeast 91, Yeast superoxide 107, AGP1 TOR yeast 99, CIT2 TOR yeast 84, LAP4-GFP MLPCN 111, RPL19A TOR yeast 95, Efflux pump mplx 0.2 and AHR act -3.
`Cc1cccc(NS(=O)(=O)c2cc3c4c(c2)CC(=O)N4CCC3)c1C` gave MEP2 TOR yeast 96, Yeast superoxide 95, AGP1 TOR yeast 98, CIT2 TOR yeast 97, LAP4-GFP MLPCN 94, RPL19A TOR yeast 100, Efflux pump mplx 0.0 and AHR act 1.
`COC(=O)c1cc(N=C(N)N=C(N)N)cc(C(=O)OC)c1` gave MEP2 TOR yeast 98, Yeast superoxide 91, AGP1 TOR yeast 111, CIT2 TOR yeast 98, LAP4-GFP MLPCN 115, RPL19A TOR yeast 96, Efflux pump mplx -0.2 and AHR act 2.
`COc1ccc(CCNC(=O)c2cc(S(=O)(=O)N3CCOCC3)ccc2N2CCCC2)cc1OC` gave MEP2 TOR yeast 102, Yeast superoxide 94, AGP1 TOR yeast 106, CIT2 TOR yeast 112, LAP4-GFP MLPCN 105, RPL19A TOR yeast 99, Efflux pump mplx -0.1 and AHR act -1.
`CCOC(=O)C1=C(C)NC(=O)CC1c1ccccc1OC` (stereo not drawn) gave MEP2 TOR yeast 106, Yeast superoxide 82, AGP1 TOR yeast 106, CIT2 TOR yeast 105, LAP4-GFP MLPCN 97, RPL19A TOR yeast 101, Efflux pump mplx -0.1 and AHR act -1.
For CC(C)OC(=O)NCCOC(=O)Nc1ccc(Cl)cc1 the results were MEP2 TOR yeast 63, Yeast superoxide 84, AGP1 TOR yeast 82, CIT2 TOR yeast 90, LAP4-GFP MLPCN 111, RPL19A TOR yeast 94, Efflux pump mplx 0.1 and AHR act 2.
Screening O=C(NCCc1cccc(F)c1)C1CCN(S(=O)(=O)c2ccc(F)cc2)CC1 returned MEP2 TOR yeast 109, Yeast superoxide 92, AGP1 TOR yeast 105, CIT2 TOR yeast 105, LAP4-GFP MLPCN 103, RPL19A TOR yeast 105, Efflux pump mplx -0.1 and AHR act 5.
CC(=C/c1ccc(C(C)C)cc1)/C=N/NC(=O)CSc1ccccn1 was read as MEP2 TOR yeast 103, Yeast superoxide 106, AGP1 TOR yeast 92, CIT2 TOR yeast 87, LAP4-GFP MLPCN 111, RPL19A TOR yeast 100, Efflux pump mplx 0.3 and AHR act 18.
`N#Cc1c(N2CCCCC2)nc(N)c2c(N)nc(SCC(=O)O)cc12` gave MEP2 TOR yeast 104, Yeast superoxide 92, AGP1 TOR yeast 99, CIT2 TOR yeast 98, LAP4-GFP MLPCN 98, RPL19A TOR yeast 99, Efflux pump mplx 0.0 and AHR act 6.
For O=C(CSc1cn(CC(=O)N2CCCCCC2)c2ccccc12)NCC1CCCO1 (stereo not drawn) the results were MEP2 TOR yeast 102, Yeast superoxide 92, AGP1 TOR yeast 104, CIT2 TOR yeast 107, LAP4-GFP MLPCN 101, RPL19A TOR yeast 99, Efflux pump mplx -0.1 and AHR act 0.
O=C(CSc1nnc(COc2ccccc2Cl)o1)NC(=O)NCc1ccco1 was read as MEP2 TOR yeast 102, Yeast superoxide 90, AGP1 TOR yeast 102, CIT2 TOR yeast 96, LAP4-GFP MLPCN 104, RPL19A TOR yeast 97, Efflux pump mplx 0.2 and AHR act -2.
Screening CN(CCc1ccccn1)C(=O)CCC1CCCN(C(=O)CN2CCCCCC2)C1 (stereo not drawn) returned MEP2 TOR yeast 117, Yeast superoxide 89, AGP1 TOR yeast 105, CIT2 TOR yeast 103, LAP4-GFP MLPCN 112, RPL19A TOR yeast 98, Efflux pump mplx 0.2 and AHR act 2.
Screening Cn1c(CO)cnc1SCC(=O)c1ccc(Cl)cc1 returned MEP2 TOR yeast 97, Yeast superoxide 94, AGP1 TOR yeast 93, CIT2 TOR yeast 91, LAP4-GFP MLPCN 100, RPL19A TOR yeast 95, Efflux pump mplx 0.2 and AHR act 0.
O=P(O)(c1ccccc1)c1ccccc1O was read as MEP2 TOR yeast 99, Yeast superoxide 86, AGP1 TOR yeast 95, CIT2 TOR yeast 89, LAP4-GFP MLPCN 101, RPL19A TOR yeast 94, Efflux pump mplx -0.1 and AHR act -3.
Cc1ccc(OCc2ccccc2C)c([N+](=O)[O-])n1 was read as MEP2 TOR yeast 103, Yeast superoxide 85, AGP1 TOR yeast 102, CIT2 TOR yeast 94, LAP4-GFP MLPCN 106, RPL19A TOR yeast 101, Efflux pump mplx -0.1 and AHR act -8.
O=C(Nc1ccc(Cl)cc1)Nc1ccc2c(c1)N1CCN=C1S2 was read as MEP2 TOR yeast 102, Yeast superoxide 112, AGP1 TOR yeast 99, CIT2 TOR yeast 96, LAP4-GFP MLPCN 102, RPL19A TOR yeast 100, Efflux pump mplx 0.0 and AHR act 6.
CC1CC(C)CN(S(=O)(=O)c2ccc(NC(=O)CCNC(=O)c3ccc([N+](=O)[O-])cc3)cc2)C1 (stereo not drawn) was read as MEP2 TOR yeast 107, Yeast superoxide 89, AGP1 TOR yeast 110, CIT2 TOR yeast 100, LAP4-GFP MLPCN 102, RPL19A TOR yeast 105, Efflux pump mplx 0.0 and AHR act 0.
Screening Cc1sc2nc(CN3CCCCC3)nc(Cl)c2c1C returned MEP2 TOR yeast 103, Yeast superoxide 94, AGP1 TOR yeast 99, CIT2 TOR yeast 100, LAP4-GFP MLPCN 109, RPL19A TOR yeast 108, Efflux pump mplx 0.1 and AHR act 3.
`CCOC(=O)c1ccc(N=C2SC(C(=O)Nc3ccc(C(=O)O)cc3)CC(=O)N2Cc2cccs2)cc1` (stereo not drawn) gave MEP2 TOR yeast 100, Yeast superoxide 98, AGP1 TOR yeast 101, CIT2 TOR yeast 99, LAP4-GFP MLPCN 100, RPL19A TOR yeast 96, Efflux pump mplx -0.1 and AHR act -3.
For Cc1cccc(C)c1NC(=O)C1CCCN1S(=O)(=O)c1ccc2c(c1)n(C)c(=O)c(=O)n2C (stereo not drawn) the results were MEP2 TOR yeast 111, Yeast superoxide 89, AGP1 TOR yeast 105, CIT2 TOR yeast 99, LAP4-GFP MLPCN 106, RPL19A TOR yeast 109, Efflux pump mplx -0.5 and AHR act -1.
For O=C(CSc1ncnc2ccccc12)Nc1ccc2c(c1)OCO2 the results were MEP2 TOR yeast 102, Yeast superoxide 94, AGP1 TOR yeast 97, CIT2 TOR yeast 86, LAP4-GFP MLPCN 98, RPL19A TOR yeast 98, Efflux pump mplx 0.1 and AHR act 41.
COc1ccc(CNC(=O)CCCSc2ccccc2)cc1 was read as MEP2 TOR yeast 94, Yeast superoxide 96, AGP1 TOR yeast 92, CIT2 TOR yeast 88, LAP4-GFP MLPCN 97, RPL19A TOR yeast 98, Efflux pump mplx -0.1 and AHR act -1.
`CCCCCN(C(=O)CCC(=O)OCC(=O)N(CC#N)c1ccccc1)c1c(N)n(CCCC)c(=O)[nH]c1=O` gave MEP2 TOR yeast 99, Yeast superoxide 101, AGP1 TOR yeast 107, CIT2 TOR yeast 106, LAP4-GFP MLPCN 106, RPL19A TOR yeast 103, Efflux pump mplx 0.1 and AHR act -2.
`COc1cccc(/C=N/NC(=S)Nc2cccc(C(=O)O)c2)c1` gave MEP2 TOR yeast 111, Yeast superoxide 114, AGP1 TOR yeast 104, CIT2 TOR yeast 110, LAP4-GFP MLPCN 98, RPL19A TOR yeast 108, Efflux pump mplx -0.1 and AHR act 13.
For O=[N+]([O-])c1ccc2[nH]c3c(c2c1)CCCC3 the results were MEP2 TOR yeast 86, Yeast superoxide 104, AGP1 TOR yeast 88, CIT2 TOR yeast 89, LAP4-GFP MLPCN 102, RPL19A TOR yeast 98, Efflux pump mplx 0.2 and AHR act -4.
COC(=O)CCC(=O)OC1(C)C(=O)C=C2C=C(C3CC3)N(c3ccc(CO)cc3)C=C2C1=O (stereo not drawn) was read as MEP2 TOR yeast 87, Yeast superoxide 96, AGP1 TOR yeast 84, CIT2 TOR yeast 80, LAP4-GFP MLPCN 84, RPL19A TOR yeast 89, Efflux pump mplx 0.1 and AHR act 1.
Screening Cc1sc2nc(SCC(=O)c3cccs3)n(Cc3ccco3)c(=O)c2c1C returned MEP2 TOR yeast 110, Yeast superoxide 100, AGP1 TOR yeast 94, CIT2 TOR yeast 107, LAP4-GFP MLPCN 102, RPL19A TOR yeast 96, Efflux pump mplx -0.1 and AHR act 9.
COc1ccccc1-n1c(=O)c2c3c(sc2n2c(=S)[nH]nc12)CCC3 was read as MEP2 TOR yeast 88, Yeast superoxide 91, AGP1 TOR yeast 100, CIT2 TOR yeast 101, LAP4-GFP MLPCN 98, RPL19A TOR yeast 94, Efflux pump mplx -0.1 and AHR act 0.
NC(=O)C1=CN(Cc2ccc(Cl)cc2)CCC1C(F)(F)F (stereo not drawn) was read as MEP2 TOR yeast 95, Yeast superoxide 118, AGP1 TOR yeast 91, CIT2 TOR yeast 88, LAP4-GFP MLPCN 102, RPL19A TOR yeast 94, Efflux pump mplx 0.2 and AHR act 1.
For COc1ccc(-c2cc(C(=O)Oc3ccc([N+](=O)[O-])cc3)c3ccccc3n2)cc1 the results were MEP2 TOR yeast 104, Yeast superoxide 101, AGP1 TOR yeast 102, CIT2 TOR yeast 110, LAP4-GFP MLPCN 96, RPL19A TOR yeast 106, Efflux pump mplx 0.1 and AHR act 8.
`O=c1cc[nH]c2c(C(F)(F)F)cccc12` gave MEP2 TOR yeast 94, Yeast superoxide 94, AGP1 TOR yeast 92, CIT2 TOR yeast 88, LAP4-GFP MLPCN 89, RPL19A TOR yeast 90, Efflux pump mplx 0.1 and AHR act 5.
Screening O=C(Cn1c(NCCCO)nc2ccccc21)c1cccc(Br)c1 returned MEP2 TOR yeast 93, Yeast superoxide 103, AGP1 TOR yeast 95, CIT2 TOR yeast 84, LAP4-GFP MLPCN 98, RPL19A TOR yeast 92, Efflux pump mplx 0.0 and AHR act 9.
CN(C)C=Nc1ncc2c3ccccc3n(Cc3ccccc3)c2c1C#N was read as MEP2 TOR yeast 98, Yeast superoxide 102, CIT2 TOR yeast 97, LAP4-GFP MLPCN 98, RPL19A TOR yeast 96, Efflux pump mplx -0.1 and AHR act 6.
